PKA-R1A activ: activators of PKA-R1A holoenzyme, primary screen, biochemical, fluorescence polarization, Cy5-IP20, bovine R1A, mouse PKAc; activation, % at 11.4 µM; cAMP-dependent protein kinase type I-alpha regulatory subunit (Bos taurus) + …; AID 504707, 2011; PKA-R1A dissociation; scaled: DMSO 0%, 113 µM cGMP 100%; actives 0.083% (n = 340,000);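 active = percent activation above the mean of all tested compounds plus 3 SD, cut at about 19% in these data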;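 also: higher means more PKAc released from R1A so a rise in polarization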
AddAB inh: growth inhibition of E. coli expressing H. pylori AddAB, primary screen, AddAB inhibitor project, absorbance; actives 0.29% (n = 330,000); AID 435030, 2010; inhibition, % at 11.9 µM; in the data active = inhibition above about 12%;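 also: 0% = vehicle wells of infected cells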
CDK5 p35 inh: inhibitors of human CDK5/p35 kinase, primary screen, biochemical, single concentration | Recombinant CDK5/p35, ADP-Glo luminescence, 60 min | Cyclin-dependent kinase 5 (Homo sapiens) + Cyclin-dependent kinase 5 activator 1 (Homo … | AID 488839, 2010 | actives 0.01% (n = 330,000) | inhibition, % at 10 µM;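 active = highest replicate inhibition of at least 50% and at least 75% of replicates reaching 50%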;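 also: plate controls were DMSO neutral control for no effect and GW8510 at 10 µM for full effect; many of its hits are not listed in these tables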
Target sequence (Q00535 whole entry, looked up): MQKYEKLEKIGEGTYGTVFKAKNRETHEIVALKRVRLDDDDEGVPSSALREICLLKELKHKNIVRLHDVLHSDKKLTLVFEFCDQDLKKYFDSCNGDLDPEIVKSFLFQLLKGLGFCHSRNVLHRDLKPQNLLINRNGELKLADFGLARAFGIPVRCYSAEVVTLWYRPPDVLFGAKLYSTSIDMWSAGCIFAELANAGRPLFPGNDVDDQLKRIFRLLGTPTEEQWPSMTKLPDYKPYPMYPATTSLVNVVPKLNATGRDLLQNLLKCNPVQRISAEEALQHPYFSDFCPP
Target sequence (Q15078 whole entry, looked up): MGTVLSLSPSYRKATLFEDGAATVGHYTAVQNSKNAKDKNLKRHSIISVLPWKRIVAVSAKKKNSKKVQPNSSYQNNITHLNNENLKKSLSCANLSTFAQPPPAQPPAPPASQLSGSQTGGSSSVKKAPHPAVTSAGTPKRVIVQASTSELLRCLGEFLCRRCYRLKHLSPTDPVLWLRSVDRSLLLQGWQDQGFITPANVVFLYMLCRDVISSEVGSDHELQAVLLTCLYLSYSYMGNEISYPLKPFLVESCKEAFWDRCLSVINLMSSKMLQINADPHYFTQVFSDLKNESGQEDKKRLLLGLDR
phage Ecoli inh: growth loss of phage-infected E. coli, primary screen, RecBCD inhibitor project, absorbance, with phage, HTS | inhibition, % at 11.9 µM | actives 0.26% (n = 360,000) | AID 651602, 2012; in the data active = inhibition above about 11%
Tat transport: E. coli Tat export inhibitors, primary screen, MC4100, TorA-mCherry reporter, fluorescence, single point. inhibition, % at 10 µM. actives 0.036% (n = 340,000). AID 488895, 2010;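 active = mean replicate inhibition at least 50% and at least half of replicates individually reaching 50%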;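 also: exported cargo escapes ClpAP degradation while cytoplasmic cargo is degraded and loses fluorescence; 0% = median of neutral control wells and 100% = median of NaSCN control wells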
E coli growth: E. coli V3065 growth inhibition, primary screen, counter-screen for AddAB inhibitor project, absorbance, OD600 | actives 0.27% (n = 330,000) | inhibition, % at 11.9 µM | 18 h;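 active = inhibition above the campaign's mean inhibition across all tested compounds plus 3 SD, cut at about 9.9% in these data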;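 also: uninfected addAB+ strain grown without phage in ampicillin broth; 0% = DMSO wells and 100% = ciprofloxacin 0.95 µg/ml wells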
HTR5A ag ctr: HTR5A agonists in luminescence cell assay, primary screen, counter-screen for OPRM1-OPRD1 heterodimer agonist project, full-deck HTS; activation, % at 9.3 µM; 5-hydroxytryptamine receptor 5A (Homo sapiens), P47898; cell-based; actives 0.61% (n = 340,000); in the data active = activation mostly above about 9.5%, no sharp cut-off; inactive = mostly below about 7.6%;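 also: 0% = cells with vehicle only and 100% = reference agonist; strong numbers were not always called active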
Target sequence (P47898 whole entry, looked up): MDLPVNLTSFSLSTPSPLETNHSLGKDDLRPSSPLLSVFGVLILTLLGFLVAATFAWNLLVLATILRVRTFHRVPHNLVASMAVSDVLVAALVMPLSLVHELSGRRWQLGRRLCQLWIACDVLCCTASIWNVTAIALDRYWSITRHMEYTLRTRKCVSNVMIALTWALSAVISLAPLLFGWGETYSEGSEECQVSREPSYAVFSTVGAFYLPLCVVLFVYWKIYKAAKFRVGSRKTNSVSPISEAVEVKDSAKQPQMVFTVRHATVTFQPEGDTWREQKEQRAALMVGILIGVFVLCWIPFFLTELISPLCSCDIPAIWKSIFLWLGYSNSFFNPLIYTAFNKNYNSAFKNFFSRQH
Mot1-301 SUMO: yeast Mot1-301 growth rescue at high temperature, primary screen, SUMOylation pathway inhibitor project, S. cerevisiae, ATP luminescence, 38.5C; S. cerevisiae Mot1-301 growth rescue; percent above DMSO median, 100 means doubled; growth rescue, % at 18.8 µM; actives 1% (n = 320,000);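 active = every valid replicate shows activation above 250% relative to neutral control wells; inactive = the rest, any valid replicate at or below 250%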;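 also: OY570 slx delta 5 strain wells were the positive control but not used for scaling; some compounds called inactive have numbers as strong as hits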
PKA-R2B act: activators of PKA-R2B holoenzyme, primary screen, biochemical, fluorescence polarization, Cy5-IP20, human | cAMP-dependent protein kinase catalytic subunit beta (Homo sapiens) + cAMP-dependent … | activation, % at 11.4 µM | PKA-R2B holoenzyme dissociation; R2B truncated from residue 108, S112A mutant; 0% DMSO only, 100% 113 µM cGMP | AID 504700, 2011 | actives 0.079% (n = 340,000);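 active = activation above a cutoff set at the mean over all compounds plus 3 SD, cut at about 18% in these data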;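 also: higher means more holoenzyme dissociation and a rise in polarization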
DAGLB inh: DAGLB lipase inhibitors, primary screen, biochemical, fluorescence, HTS. Diacylglycerol lipase-beta (Homo sapiens), Q8NCG7. HEK293T DAGLB membrane lysate, EnzChek fluorogenic substrate. inhibition, % at 5.17 µM. actives 0.059% (n = 340,000); in the data active = inhibition above about 34%;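 also: 0% = enzyme with vehicle and 100% = wells lacking enzyme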
HTR5A inv ctr: HTR5A inverse agonists in luminescence cell assay, primary screen, counter-screen for OPRM1-OPRD1 heterodimer inverse agonist project, full-deck HTS. HTR5A cell line, inverse agonism. inhibition, % at 9.3 µM. 5-hydroxytryptamine receptor 5A (Homo sapiens), P47898. actives 0.083% (n = 340,000); in the data active = inhibition mostly above about 23%, no sharp cut-off; inactive = mostly below about 18%;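 also: 0% = cells with DMSO and 100% = no-cell wells with DMSO; some compounds called inactive have numbers as strong as hits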
* marks the source's active call; other numbers are inactive results; . = no result given.

SMILES	PKA-R1A activ	AddAB inh	CDK5 p35 inh	phage Ecoli inh	Tat transport	E coli growth	HTR5A ag ctr	Mot1-301 SUMO	PKA-R2B act	DAGLB inh	HTR5A inv ctr
O=C(Nc1ccc([N+](=O)[O-])cc1)Nc1ccc(N2CCOCC2)c2nonc12	-13.9	-1.5	0.5	2.8	-7.2	-0.4	1.6	-20.1	-0.5	-0.9	-9.2
N/C(=N\OC(=O)c1ccc(Cl)cc1Cl)c1cccnc1	-0.3	1.9	0.4	2.8	-9.4	1.3	-0.7	.	-7.5	-9.8	1.8
CN(CC1COc2ccccc2O1)C(=O)CSc1ncnc2sccc12 (stereo unspecified)	-6.3	0.9	-1.3	2.6	0.1	-0.9	-0.1	1.5	7.4	-0.5	0.4
CC(=O)O[C@H](COc1c2ccoc2cc2oc(=O)ccc12)C(C)(C)O	3.4	3.0	-0.2	3.4	-0.3	-0.5	8.3	6.7	0.5	-1.1	-24.3
Cc1nnc(SCc2c(Cl)cccc2Cl)n(N)c1=O	6.6	3.2	-1.2	1.9	2.2	1.0	-0.2	-3.5	0.9	1.2	-10.1
C/C(=N\Nc1ccc2nncn2n1)c1ccc(Br)s1	10.6	-1.8	-2.6	2.1	-9.8	-2.8	2.2	8.1	2.7	-3.7	-9.2
O=C(Nc1ccncc1)c1c(F)c(F)c(F)c(F)c1F	-3.3	4.8	1.9	0.2	3.3	-0.3	-2.5	5.8	-6.4	-3.4	-19.9
COc1ccc(OCC(=O)NNC(=O)C2CCN(c3ncnc4sc(C)c(C)c34)CC2)cc1	-7.1	-0.9	-1.5	1.1	19.4	-0.5	-2.5	-6.5	-14.6	1.4	7.0
C[C@@H]1O[C@@H](OC[C@H]2O[C@@H](Oc3c(-c4ccc(O)cc4)oc4cc(O)cc(O)c4c3=O)[C@H](O)[C@@H](O)[C@@H]2O)[C@H](O)[C@H](O)[C@H]1O	-6.9	4.9	-0.2	5.2	-0.8	-3.0	-1.7	-2.5	5.7	-0.1	25.1
CC(=O)c1cccc(NC(=O)CC2CCCC2)c1	-1.1	2.0	-0.3	-3.9	-6.2	-1.6	1.0	17.3	11.7	0.9	-2.5
COc1ccc(N2CCN(C(=O)C3CCN(C(=O)c4ccccc4Cl)CC3)CC2)cc1	3.2	0.2	0.2	0.5	-0.1	0.3	-2.7	13.7	-7.0	1.6	7.2
O=C(Nc1nc(-c2ccccc2)cs1)c1ccccc1NS(=O)(=O)c1ccc(F)cc1	-1.0	7.7	1.0	9.6	3.3	5.7	7.8	-25.2	-4.4	11.7	6.8
COc1ccc(C(=O)NCC(=O)NCC(=O)OCC(=O)c2ccc(Br)cc2)cc1	-1.4	1.8	1.3	2.0	-6.0	1.7	-5.7	8.9	3.7	-1.7	13.6
COC(=O)c1ccc(S(=O)(=O)N2CCC(c3nc4ccccc4o3)CC2)cc1	-7.9	0.0	0.4	2.5	-4.0	1.8	2.4	3.7	-1.6	0.8	-5.7
N#CC(C(=O)CCN1C(=O)C2CC=CCC2C1=O)c1nc2ccccc2[nH]1 (stereo unspecified)	7.2	0.9	-2.9	1.6	-7.8	0.4	-4.3	-27.7	-2.9	-2.3	-15.3
CCOc1ccc2nc(SC3CC(=O)N(c4ccc(OC)cc4)C3=O)sc2c1 (stereo unspecified)	3.2	0.6	0.4	4.0	2.0	-0.6	-0.1	7.8	-3.6	-2.5	0.2
CCn1c(SCC(=O)c2[nH]c(C)c(C(C)=O)c2C)nnc1-c1ccccc1	-3.4	0.8	0.5	0.9	-6.4	-0.7	3.2	64.4	-5.5	1.5	-19.4
CC(=O)N(CCC1(c2ccc(C)cc2)CCOC(C(C)C)C1)Cc1ccco1 (stereo unspecified)	-6.0	0.2	0.3	1.4	11.5	0.8	-0.2	26.7	-3.3	-2.9	0.8
CC(Oc1ccccc1)C(=O)NC1CCSc2ccccc21 (stereo unspecified)	-5.5	1.8	2.4	2.3	8.7	-1.2	5.2	29.5	-13.3	-3.0	-14.3
C/C(=N\Nc1ccc(F)cc1F)c1ccc(Br)s1	-0.5	3.7	0.3	2.9	-3.7	1.0	5.7	90.5	-4.5	-4.5	-21.4
CCOc1ccccc1NC(=O)Cn1cnc2c(cnn2-c2ccc(C)c(C)c2)c1=O	-4.3	1.4	-3.0	0.2	-10.0	2.6	2.3	8.0	-4.6	0.0	22.8
CCCCn1c(N)c(N(CCOC)C(=O)CSCc2cccc(C)c2)c(=O)[nH]c1=O	5.2	1.5	-0.6	3.5	-1.5	1.9	-1.1	1.5	-12.9	0.7	3.1
Cc1nc2sc(C(c3cccc(F)c3)N3CCC(O)CC3)c(O)n2n1 (stereo unspecified)	5.8	-1.3	-0.2	3.3	-4.3	0.2	-0.2	-13.4	5.3	-0.8	26.2
O=C(NN1S(=O)(=O)c2ccccc2S1(=O)=O)c1ccc(Br)cc1	-10.3	3.2	-1.1	1.1	-10.9	1.9	0.9	13.7	0.1	-5.0	5.0
CC1=CC(=C2C(=O)c3ccccc3C2=O)C=C(C)O1	-10.7	0.5	-0.9	2.5	-10.2	1.4	0.3	2.2	-1.4	0.4	-3.1
(further entries)
SMILES	PKA-R1A activ	AddAB inh	CDK5 p35 inh	phage Ecoli inh	Tat transport	E coli growth	HTR5A ag ctr	Mot1-301 SUMO	PKA-R2B act	DAGLB inh	HTR5A inv ctr
Cc1cccc(NC(=O)CSc2nnc([C@@H](N)Cc3ccccc3)o2)c1C	-2.8	1.4	-0.8	0.2	-5.6	2.1	-2.0	-16.0	-9.8	0.4	-20.0
COC(=O)[C@@H](N)CS	6.2	-2.2	1.3	2.5	0.2	0.3	0.8	164.2	0.8	1.7	-25.9
O=C(Nc1sc2c(c1C(=O)O)CCCCC2)c1cccnc1	-10.2	2.1	-0.8	.	-9.5	-0.9	-2.5	32.9	-3.4	-0.3	8.6
O=C(NCc1nnc(SCC(=O)N2CCc3ccccc32)o1)c1ccco1	-1.7	2.0	0.6	3.6	6.8	0.7	6.0	-6.1	2.4	-4.4	-15.5
O=C(Nc1ccn(Cc2ccc(Cl)cc2)n1)c1ccc2c(c1)OCO2	1.5	-0.1	-0.4	4.4	7.5	-0.4	4.7	18.4	-5.6	0.4	-24.1
CC1CCc2c(sc(N)c2C(N)=O)C1 (stereo unspecified)	5.7	0.9	-0.2	-1.6	15.6	-0.7	0.6	-7.7	-10.8	0.9	-47.9
COc1ccc(S(=O)(=O)N(CC(=O)Nc2ccc(S(=O)(=O)N3CCOCC3)cc2)Cc2ccc(F)cc2)cc1	-2.2	-1.3	-0.1	4.5	6.4	-3.7	-0.1	280.5	2.4	-0.8	-1.1
COC(=O)CS(=O)(=O)c1ccc2c(c1)CC(=O)N2	-11.2	3.0	0.4	1.9	-5.0	0.5	-5.1	3.7	-9.6	-1.7	-8.2
COc1cccc(NC(=O)CN(C)C(=O)Cc2n[nH]c(=O)c3ccccc23)c1	1.2	0.2	1.7	3.1	-0.3	-1.0	-3.0	4.5	3.9	0.4	2.2
CCC(C)(C)NC(=O)C(c1ccc(C)cc1)N(CC1CCCO1)C(=O)c1csnn1 (stereo unspecified)	0.2	3.6	1.0	1.8	0.7	-1.1	3.1	16.4	-5.5	-3.0	-15.8
O=C(Nc1ccc(F)cc1)Oc1ccccc1N1CCOCC1	-4.2	1.3	0.0	2.8	-5.6	1.7	-0.1	-8.7	-4.8	0.0	4.5
CC(CCc1ccccc1)NC(=O)C(Cc1ccccc1)NS(=O)(=O)c1cccs1 (stereo unspecified)	-1.5	2.4	0.5	2.1	-7.6	-0.3	-1.0	-7.0	-2.6	-1.3	15.3
O=S1(=O)CCN2C(c3cccc4ccccc34)=CSC2=N1	-8.6	-0.1	0.8	3.0	2.9	-0.2	-0.5	7.7	7.3	-2.8	1.5
C/C(N)=C(/C#N)C(=O)COC(=O)c1cccc2ccccc12	-0.1	0.2	-0.8	6.8	-7.7	-1.1	0.3	-10.2	-3.9	-2.6	-0.8
COc1ccccc1NC(=O)c1ccc2c(O)c(S(=O)(=O)c3ccccc3)c(=O)[nH]c2c1	-2.4	1.0	-0.3	2.7	-1.0	1.7	-3.9	-0.9	0.1	-0.1	9.9
Cc1cc(Oc2ccccc2)nc(NCc2ccccc2)n1	-4.9	2.8	-0.1	2.8	-2.3	1.5	-4.1	-1.0	-1.4	-4.3	9.0
O=c1c2ccccc2[nH]c(=S)n1Cc1ccccc1Cl	-21.3	2.8	-0.9	2.4	-1.3	2.1	1.8	92.8	-2.0	-4.3	-6.8
COc1cc(C(=O)n2nc(C)cc2C)ccc1O	5.4	1.0	-1.5	2.5	-3.5	-2.6	1.6	3.4	4.0	2.2	-0.9
CNC(=O)CC(C(=O)O)c1ccc(OC(C)C)cc1 (stereo unspecified)	6.3	-0.8	-0.2	3.3	-13.8	1.0	-2.5	-0.9	3.2	1.1	9.2
COc1ccc(S(=O)(=O)NCc2ccccn2)cc1NC(=O)c1ccccc1	-5.4	2.5	-1.0	-0.1	-0.9	-2.7	1.9	-28.1	5.7	0.0	1.8
O=C(Nc1ccc2nn(-c3ccccc3)nc2c1)c1cccs1	6.8	-0.3	2.3	0.3	1.0	0.1	-1.1	5.1	-15.7	-6.6	19.6
C=CCNC(=O)c1oc2ccc(S(=O)(=O)N3CCCCC3)cc2c1C	-16.1	0.8	0.5	2.0	-1.7	-0.6	10.9	8.5	8.1	-3.5	16.6
O=C(c1cccc(S(=O)(=O)Nc2ccc(F)cc2)c1)N1CCCC1	2.2	1.6	-0.6	-1.2	-3.5	0.2	3.8	-26.7	8.3	2.1	-9.4
Cc1ccnc(NC(=O)CCC(=O)c2cccs2)c1	-1.6	1.9	2.5	2.8	9.0	3.5	-3.9	-26.9	-8.2	1.1	9.6
O=C(Nc1ccc(-n2cccn2)cc1)C1CCCCN1Cc1cccc2cccnc12 (stereo unspecified)	-12.2	5.1	-1.3	2.3	2.4	-1.6	4.0	-10.5	8.4	0.2	-16.4

An excerpt from above in order of their number in CDK5 p35 inh, descending:
canonical_smiles	PKA-R1A activ	CDK5 p35 inh	phage Ecoli inh	Tat transport	Mot1-301 SUMO	PKA-R2B act	DAGLB inh
O=C(Nc1ccncc1)c1c(F)c(F)c(F)c(F)c1F	-3.3	1.9	0.2	3.3	5.8	-6.4	-3.4
O=C(NCc1nnc(SCC(=O)N2CCc3ccccc32)o1)c1ccco1	-1.7	0.6	3.6	6.8	-6.1	2.4	-4.4
COc1cc(C(=O)n2nc(C)cc2C)ccc1O	5.4	-1.5	2.5	-3.5	3.4	4.0	2.2

High-throughput results from PubChem.
